Rtt109 HAT inh = C. albicans Rtt109 histone acetyltransferase inhibition | purified Rtt109/Vps75, ThioGlo CoA-SH fluorescence, 4 h | 0.16% of 330,000 active | inhibition, % at 34.9 µM | AID 540336 | Q5AAJ8;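 active = inhibition of at least 50% in every replicate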
Target sequence (Q5AAJ8 whole entry, looked up): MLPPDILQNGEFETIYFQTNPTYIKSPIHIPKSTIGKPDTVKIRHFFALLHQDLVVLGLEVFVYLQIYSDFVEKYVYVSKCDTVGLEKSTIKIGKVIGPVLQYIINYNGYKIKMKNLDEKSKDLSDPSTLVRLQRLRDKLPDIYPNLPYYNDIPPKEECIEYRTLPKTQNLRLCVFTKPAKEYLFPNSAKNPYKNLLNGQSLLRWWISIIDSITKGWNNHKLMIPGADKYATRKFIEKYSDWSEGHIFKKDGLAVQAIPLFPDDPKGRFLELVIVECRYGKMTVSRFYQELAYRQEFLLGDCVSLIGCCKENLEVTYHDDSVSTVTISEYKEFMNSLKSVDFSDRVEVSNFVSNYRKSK
SR-BI uptake up = enhances SR-BI lipid uptake from DiI-HDL. CHO ldlA[mSR-BI] cells, DiI-HDL uptake fluorescence, 3 h; 100 = double the neutral-control signal. activation, % at 12.5 µM. 0.096% of 320,000 active. AID 504775;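 active = mean replicate activation of at least 60% and every replicate at or above 60%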;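 also: 0% = median plate neutral-control signal and 100% = twice that signal; values of inactives mirror those of a sister screen read the other way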
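Assay system: CHO ldlA[mSR-BI] cells, LDL receptor-null, SR-BI overexpressing; medium: Ham's F12 with 0.5% BSA, HEPES 25 mM, pH 7.4; also added: DiI-HDL 10 µg/mL; timing: 3 h uptake period with compound, 37 °C; signal: DiI fluorescence, bottom read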
PKA-R2B activ = PKA-R2B complex activation | PKA-R2B holoenzyme dissociation, Cy5-IP20 fluorescence polarization; R2B truncated from residue 108, S112A mutant; 0% DMSO only, 100% 113 µM cGMP | activation, % at 11.4 µM | 0.079% of 340,000 active | AID 504700;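 active = activation above a cutoff set at the mean over all compounds plus 3 SD, cut at about 18% in these data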;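 also: higher means more holoenzyme dissociation and a rise in polarization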
CAL PDZ FP-1 = blocks peptide binding to the human CAL PDZ domain | Q9HD26 | purified CAL PDZ, TMR-peptide fluorescence polarization, 1 h | inhibition, % at 24.9 µM | 0.92% of 300,000 active | AID 602252;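 active = mean inhibition of at least 30% with at least half of replicates also reaching 30%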;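 also: 0% = DMSO neutral control and 100% = excess unlabeled competitor peptide PRC23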
Cardiac RTF inh = cardiac RTF calcium desensitization; P19429+P45379; IANBD-labeled cardiac RTF, Ca2+ fluorescence; AID 493244; 0.12% of 340,000 active; inhibition, % at 7.15 µM;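 active = inhibition above the mean inhibition of all tested compounds plus 3 SD, cut at about 17% in these data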;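 also: assay run at fixed EC70 calcium of 1.6 mM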
CAL PDZ FP-2 = human CAL PDZ-peptide interaction inhibition | AID 504414 | 0.02% of 330,000 active | purified CAL PDZ, TMR-peptide fluorescence polarization, 1 h | inhibition, % at 20 µM;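 active = highest replicate inhibition of at least 40%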;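 also: plate controls were DMSO neutral control wells for no effect and unlabeled competitor peptide control wells for full effect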
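Material: tagged CAL PDZ protein CerCALP, purified; buffer or medium: sodium phosphate/NaCl buffer pH 7.4 with TCEP, IgG, Thesit; also added: fluorescent TMR peptide probe; schedule: 1 h incubation at room temperature before polarization reading; technique: fluorescence polarization from S- and P-plane intensities, G-factor corrected; control set: unlabelled peptide and DMSO controls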
RTF Ca sens act = cardiac RTF calcium sensitization; IANBD-labeled TnC RTF fluorescence at EC20 calcium; 0% EC20 calcium, 100% full calcium; activation, % at 7.2 µM; AID 493008; P19429+P45379; 0.24% of 340,000 active;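 active = activation above the mean over all tested compounds plus 3 SD, cut at about 30% in these data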;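 also: rise in fluorescence read as greater calcium sensitivity of cardiac thin filaments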
Keap1 Nrf2 FP = inhibitors of human Keap1-Nrf2 protein-protein interaction; Keap1 Kelch-Nrf2 peptide fluorescence polarization, 1536-well; inhibition, % at 9.4 µM; 0.15% of 340,000 active; AID 504523; in the data active = inhibition above about 12%;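 also: human Keap1 Kelch domain with fluorescein labeled Nrf2 9mer peptide probe; 0% = neutral control wells and 100% = peptide positive control; higher means more block of Keap1 binding to Nrf2 peptide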
Target sequence (Q14145 whole entry, looked up, the tested form may be a part): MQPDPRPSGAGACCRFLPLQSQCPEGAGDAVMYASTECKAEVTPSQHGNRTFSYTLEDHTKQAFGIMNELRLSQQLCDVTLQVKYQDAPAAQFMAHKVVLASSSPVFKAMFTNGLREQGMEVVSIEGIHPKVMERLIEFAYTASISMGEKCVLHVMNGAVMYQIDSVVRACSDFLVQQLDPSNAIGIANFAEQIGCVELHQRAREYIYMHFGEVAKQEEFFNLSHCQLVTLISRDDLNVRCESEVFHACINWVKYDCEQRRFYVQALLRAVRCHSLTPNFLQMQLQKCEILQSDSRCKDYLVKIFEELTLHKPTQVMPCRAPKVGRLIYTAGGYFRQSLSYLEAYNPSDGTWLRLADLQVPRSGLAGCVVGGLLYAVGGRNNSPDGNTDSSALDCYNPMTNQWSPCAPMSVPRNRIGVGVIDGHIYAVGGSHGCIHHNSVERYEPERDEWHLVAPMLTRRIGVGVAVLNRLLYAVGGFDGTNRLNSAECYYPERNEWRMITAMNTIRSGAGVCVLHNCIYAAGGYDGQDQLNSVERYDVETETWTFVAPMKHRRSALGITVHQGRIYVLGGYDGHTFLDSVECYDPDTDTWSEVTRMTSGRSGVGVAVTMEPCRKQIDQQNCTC
DAGLB inh = diacylglycerol lipase beta (human) inhibition | Q8NCG7 | inhibition, % at 5.17 µM | HEK293T DAGLB membrane lysate, EnzChek fluorogenic substrate | 0.059% of 340,000 active; in the data active = inhibition above about 34%;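 also: 0% = enzyme with vehicle and 100% = wells lacking enzyme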
LANA DNA inh = blocks KSHV LANA C-terminal domain binding to DNA; MBP-C-LANA/FAM-LBS DNA binding, fluorescence polarization; inhibition, % at 9 µM; 0.078% of 340,000 active;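 active = highest replicate inhibition at or above 60% at 9 µM, even if other replicates fall short; inactive = all replicates below 60% inhibition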;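 also: 0% = neutral control wells and 100% = 4 µM acridine orange control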
Numbers without * were called inactive; · = no result given.

smiles,LANA DNA inh,SR-BI uptake up,RTF Ca sens act,CAL PDZ FP-2,PKA-R2B activ,DAGLB inh,Rtt109 HAT inh,CAL PDZ FP-1,Keap1 Nrf2 FP,Cardiac RTF inh
CCOC(=O)c1c(C)n(-c2ccc(F)cc2)c2ccc(O)cc12,1.0,-56,4,0.0,-6,-2,-11,2,3,-2
O=C(CN1CCN(CC(=O)Nc2ccc3c(c2)OC2(CCCCC2)O3)CC1)Nc1cccc(F)c1,3.2,-68,-1,0.3,-7,2,4,-23,2,-1
Cc1ncn(C23CC4CC(CC(O)(C4)C2)C3)n1,-2.8,-3,-2,-1.2,-13,0,12,9,-1,-5
Cc1noc(C)c1Cc1ccc(O)cc1,0.4,44,5,-1.4,2,-2,-6,1,-5,-3
CCN(CC1CCCN(CCc2cccc(OC)c2)C1)C(=O)C=C(C)C (stereo unspecified),0.8,17,3,0.0,-6,-2,0,-5,-3,-3
CNC(=O)N(O)C1N(NC(=O)Nc2ccccc2)C(=S)SC1(C)C (stereo unspecified),2.9,2,1,-0.8,-12,0,0,1,-2,-2
Cc1ccccc1Cn1cnc2c(oc3ccccc32)c1=O,-0.1,·,1,-0.4,4,-10,8,14,3,-7
Cc1nnc(SCc2nnc(-c3ccccc3Br)o2)n1-c1ccccc1,0.2,-10,3,-0.7,-1,4,1,1,-1,-16
Cc1nn(-c2ccc(F)cc2)c(C)c1NS(=O)(=O)c1ccc2ccccc2c1,-3.8,-13,-5,-0.7,8,-6,7,-4,-1,-7
N#Cc1cc2c(nc1Cl)CCCC2,1.0,8,2,0.5,-5,2,-4,-3,-1,0
CN(C)S(=O)(=O)Nc1cccc(-c2cn3c(n2)SCC3)c1,-1.2,7,-5,-0.6,-5,0,7,·,-4,-6
Cc1cc(SCC(=O)Nc2ccccc2C)nc(C)n1,7.3,24,-4,0.2,-1,-3,1,-4,6,-8
Cc1ccn2c(=O)nc(SCC(=O)N3CCC(Cc4ccccc4)CC3)nc2c1,-0.4,-10,-1,-2.3,-2,2,-10,-1,-1,5
Cc1cccnc1NC(=O)CCc1nnc2ccc(NCc3ccco3)nn12,0.1,-1,3,-2.9,-5,3,-10,0,-8,4
COc1ccc(N2Cc3cccc(C(=O)NC(C)CCc4ccco4)c3C2=O)cc1 (stereo unspecified),1.1,-1,-6,-3.0,-8,-8,16,-4,0,-1
CCc1ccc2c(c1)cc(CN(C(=S)Nc1cccc(C)c1)C1CC1)c1nnnn12,1.2,-22,6,-2.6,3,-4,·,-3,-5,-3
O=C(NCC1(c2ccccc2)CCCC1)c1cccc(Br)c1,0.0,18,-3,-2.2,-13,-9,-5,-3,-1,1
O=C(CSc1nnnn1-c1ccc(Cl)cc1)N1CCNC1=O,0.6,3,7,-2.0,4,4,1,2,-3,-12
COc1ccc(NC2CCCN(C(=O)c3cccs3)C2)cc1 (stereo unspecified),-0.5,-5,0,-0.2,-2,-1,-3,·,-4,-7
CC(C(=O)Nc1ccccc1Oc1ccccc1)c1ccccc1 (stereo unspecified),0.6,1,7,-2.7,-5,-11,-4,-1,-1,-6
CCNC(=O)CC1SC(=Nc2cccc(Cl)c2C)N(C)C1=O (stereo unspecified),-0.4,-1,-4,-0.9,5,-2,0,5,2,-1
CS(=O)(=O)c1ccc2nc(NC(=O)c3cccs3)sc2c1,1.9,-20,2,·,-4,2,7,2,1,-6
CCC(=O)Nc1c(S(=O)(=O)c2ccccc2)c2nc3ccccc3nc2n1Cc1ccccc1,1.0,4,-4,-0.4,-8,-1,1,-7,0,4
COc1ccc(NC(=O)CN(C)C(=O)CN2C(=O)C3CCCCC3C2=O)cc1 (stereo unspecified),1.3,7,4,-2.9,-14,3,-19,-2,-1,-9
Cc1ccc2c(c1C)OC(=O)CC2(C)C,-3.7,2,-2,-0.2,3,-1,-3,-1,6,6
C/C(=N\NC(=O)c1cc(-c2cccc([N+](=O)[O-])c2)n[nH]1)c1ccccc1O,0.6,-15,8,-1.0,0,5,7,4,-5,1
COc1c(O)c(O)c2oc(-c3ccccc3)cc(=O)c2c1OC,1.4,-2,7,1.3,7,24,14,4,-5,-2
Cc1ccccc1NC(=O)Cn1cc(C(=O)C2CC2)c2ccccc21,-0.5,·,-6,-2.0,-4,-8,3,-3,3,4
CCCCn1c(N)c(N(CC(C)C)C(=O)c2ccc(N3C(=O)c4ccccc4C3=O)cc2)c(=O)[nH]c1=O,-2.6,-4,11,-0.7,2,0,3,-5,-10,-12
CCCN(CCC)C1=CC(=[N+]2CCCC2)CC(C)(C)C1,1.3,83*,1,-0.2,-6,-1,0,0,3,-6
CCC(CC)C(=O)N1N=C(c2ccc(NS(C)(=O)=O)cc2)CC1c1ccccc1 (stereo unspecified),-2.5,·,2,-2.8,-2,5,9,-7,-5,-1
Cc1c(O)ccc2c(CN3CCN(Cc4ccccc4)CC3)cc(=O)oc12,2.8,3,0,-0.1,0,-2,-12,-2,-2,-5
Cc1cc(C)n2cc(CSc3nnc(-c4ccccc4)o3)nc2n1,-0.4,19,5,-0.6,2,-3,12,-1,-3,-23
O=C(COC(=O)Cc1ccccc1[N+](=O)[O-])NC1CCCC1,-1.1,12,-7,-1.8,-10,1,·,-3,0,-4
Cc1sc(NC(=O)CSc2nc(N)n(CC(=O)c3ccccc3)n2)c(C#N)c1C,0.7,-53,-1,-4.4,-5,-1,4,-4,0,3
Cc1ccc2cc3c(NC(=O)C4CCCO4)nn(CC(C)C)c3nc2c1 (stereo unspecified),-0.6,-41,3,-3.2,4,-2,0,-7,5,-12
Clc1ccc(-c2csc(N3CCN(c4ccccc4)CC3)n2)cc1,-0.6,7,1,0.3,6,-3,2,-3,-3,1
CCOC(=O)c1c(NC(=O)COC(=O)c2cc(OC)c(OC)cc2[N+](=O)[O-])sc(C)c1C,2.3,-38,-4,-0.6,0,1,-4,10,-2,8
N#Cc1cc(Sc2ccccn2)c([N+](=O)[O-])cc1C#N,-0.3,-1,3,-2.0,-7,2,7,-3,-5,-11
Cc1ccc(NC(=O)c2cccc3c2C(=O)N(C2CCCCC2)C3)c(Cl)c1,0.0,14,-3,-0.2,-3,1,-8,11,-2,0

Pulled one by one from the list above (three):
smiles,LANA DNA inh,SR-BI uptake up,RTF Ca sens act,CAL PDZ FP-2,PKA-R2B activ,DAGLB inh,Rtt109 HAT inh,CAL PDZ FP-1,Keap1 Nrf2 FP,Cardiac RTF inh
Cc1ncn(C23CC4CC(CC(O)(C4)C2)C3)n1,-2.8,-3,-2,-1.2,-13,0,12,9,-1,-5
Cc1nnc(SCc2nnc(-c3ccccc3Br)o2)n1-c1ccccc1,0.2,-10,3,-0.7,-1,4,1,1,-1,-16
Cc1noc(C)c1Cc1ccc(O)cc1,0.4,44,5,-1.4,2,-2,-6,1,-5,-3

The list continues.
smiles,LANA DNA inh,SR-BI uptake up,RTF Ca sens act,CAL PDZ FP-2,PKA-R2B activ,DAGLB inh,Rtt109 HAT inh,CAL PDZ FP-1,Keap1 Nrf2 FP,Cardiac RTF inh
COc1cc(-c2nc(CN3CCCN(C(=O)c4ccco4)CC3)c(C)o2)ccc1F,-0.3,-38,-2,-0.2,-3,0,3,3,0,0
Cc1cc(N2CCCCC2)nc(-c2ccc(Br)cc2)n1,0.8,-50,1,0.6,-10,-18,-2,·,3,1
O=C(Nc1ccc(C(F)(F)F)cc1)C1CC(=O)N(c2ccc3c(c2)OCCO3)C1 (stereo unspecified),1.2,13,-2,-0.1,-3,-4,4,-1,5,10
N#Cc1ccccc1OCC(=O)Nc1cccc(S(=O)(=O)N2CCCC2)c1,0.6,-7,-2,-0.4,-13,-2,-6,2,1,-2
CC(Sc1nnc(-c2ccccc2F)n1C1CC1)C(=O)N1CCCC1 (stereo unspecified),1.1,9,4,0.1,-3,1,-11,0,-4,1
O=c1c2cc3c(cc2[nH]c(=S)n1Cc1ccco1)OCO3,2.0,-36,1,-0.9,-2,2,-2,6,-6,-6
CC(=O)NCCC(=O)N(Cc1ccccc1)c1nc2c(C)cccc2s1,-0.3,9,1,-1.0,-10,-1,12,-7,5,-1
Cc1ccc(N2C(=O)c3n[nH]c(C)c3C2c2cccnc2)cc1 (stereo unspecified),0.0,10,4,-5.2,3,2,·,-6,-3,-6
CC(C)(C)OC(=O)NCc1ccc(NC(=O)c2nc[nH]c2C(=O)NCCCCCCNC(=O)c2[nH]cnc2C(=O)Nc2ccc(CNC(=O)OC(C)(C)C)cc2)cc1,-1.3,7,-2,-0.9,4,0,4,1,0,-6
COCCSc1nnc(NC(=O)CS(=O)(=O)c2ccccc2)s1,-1.8,14,-7,0.1,1,1,4,-6,-4,-3
COc1cc(OC)c(OC)cc1/C=C/c1cc(C(=O)O)c2ccccc2n1,0.2,·,-2,-0.3,15,-3,25,4,-1,-2
O=S(=O)(N1CCCCCC1)N1CCN(S(=O)(=O)N2CCCCC2)CC1,-1.5,-2,0,1.1,1,0,-5,·,-2,-1
NNC(=O)c1[nH]c(-c2ccccc2)cc1-c1ccccc1,1.0,-10,-2,1.0,-3,-1,-6,·,2,-5
O=C(CN1CCOCC1)Nc1ccccc1F,-2.7,4,2,0.2,12,-1,-7,0,-1,-3
Cc1ccc(-c2csc(SCC(=O)c3c(N)n(C4CC4)c(=O)[nH]c3=O)n2)cc1,1.0,12,1,1.3,3,7,-5,0,-3,-9
COc1cc(C(=O)Oc2cccc(Nc3ncnc4ccccc34)c2)cc(OC)c1OC,0.9,-38,-11,-6.0,1,-2,-3,-4,-5,-3
CCC(C)/C(C)=N/NC(=O)CSc1nc2ccccc2[nH]1 (stereo unspecified),0.5,4,2,-1.9,-5,1,-5,0,-4,-7
O=C1CC(c2ccc3c(c2)OCO3)C2=C(CCCC2=O)N1 (stereo unspecified),0.6,11,0,0.5,6,4,-1,·,-1,0
O=C(CSc1nnc(-c2ccc(Cl)cc2Cl)n1C1CCCCC1)N1CCCC1,1.3,-6,-10,-0.8,2,-2,1,53*,3,1
O=C(Cc1cccs1)Nc1ccc(Cl)c(S(=O)(=O)N2CCOCC2)c1,0.0,-12,3,-0.7,-3,3,10,-1,-3,-2
CCC(=O)c1ccc(OCC(=O)OCC(=O)c2c(N)n(C)c(=O)n(C)c2=O)cc1,-1.3,20,0,-0.8,-8,-1,-15,-8,0,3
COc1cc(/C=C(\C#N)C(=O)c2c(C)[nH]c3ccccc23)cc(OC)c1OC,1.3,1,-5,-0.6,5,2,17,-1,1,-9
CN1CCN(CCNC(=O)Nc2ccc([N+](=O)[O-])cc2)CC1,0.1,·,0,0.9,1,1,1,1,-6,-16
